Screening data as filed in PubChem BioAssay.
PME-1 inh – PME-1 (human) inhibition | recombinant PME-1, FP-Rh probe fluorescence polarization | inhibition, % at 5.9 µM | actives 0.53% (n = 320,000) | AID 2130;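 active = inhibition above the campaign mean of all compounds plus 3 SD, cut at about 26% in these data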;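 also: competitive labeling of PME-1 active site by serine hydrolase directed probe; 0% = PME-1 with DMSO and 100% = wells lacking PME-1 enzyme; inhibitors block probe labeling so polarization falls and inhibition rises; many of its hits are not listed in these tables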
GSTO1 inh – GSTO1 inhibition, counter-screen for RBBP9 inhibitors; AID 1974; inhibition, % at 5.96 µM; recombinant GSTO1, activity-based probe fluorescence polarization; actives 1.1% (n = 300,000);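 active = inhibition above the campaign mean inhibition plus 3 SD, cut at about 35% in these data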;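 also: 0% = GSTO1-1 with DMSO and 100% = wells lacking GSTO1-1 enzyme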
Target sequence (P78417 whole entry, looked up): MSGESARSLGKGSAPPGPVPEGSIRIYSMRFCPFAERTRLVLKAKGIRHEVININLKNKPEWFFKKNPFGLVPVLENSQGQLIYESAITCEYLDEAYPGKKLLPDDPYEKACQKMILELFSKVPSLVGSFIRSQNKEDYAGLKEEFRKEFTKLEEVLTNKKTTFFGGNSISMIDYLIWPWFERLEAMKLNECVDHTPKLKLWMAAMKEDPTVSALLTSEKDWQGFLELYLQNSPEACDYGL
PAFAH1B2 inh – inhibitors of human PAFAH1B2; P68402; recombinant PAFAH1B2, FP-rhodamine activity probe, fluorescence polarization; inhibition, % at 3.39 µM; actives 1.2% (n = 340,000);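 active = inhibition above the mean of all tested compounds plus 3 SD, cut at about 24% in these data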;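 also: 0% = enzyme with DMSO and 100% = wells lacking PAFAH1B2; many of its hits are not listed in these tables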
PAFAH1B3 FP inh – blocks human PAF acetylhydrolase 1B catalytic subunit 3. actives 0.28% (n = 340,000). inhibition, % at 3.39 µM. recombinant PAFAH1B3, FP-rhodamine probe, fluorescence polarization;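 active = inhibition above the screen-wide average of all tested compounds plus 3 SD, cut at about 25% in these data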;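 also: 0% = enzyme with DMSO only and 100% = wells lacking PAFAH1B3 protein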
LYPLA1 counter – blocks human lysophospholipase 1, a PME1 counter-screen. recombinant LYPLA1, FP-Rh probe fluorescence polarization. O75608. actives 0.16% (n = 320,000). inhibition, % at 5.9 µM;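 active = inhibition above the mean of all tested compounds plus 3 SD, set per campaign, cut at about 14% in these data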;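 also: inhibitors block serine hydrolase probe labeling of LYPLA1 so polarization falls; 0% = enzyme with DMSO and 100% = wells lacking LYPLA1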
Target sequence (O75608 whole entry, looked up): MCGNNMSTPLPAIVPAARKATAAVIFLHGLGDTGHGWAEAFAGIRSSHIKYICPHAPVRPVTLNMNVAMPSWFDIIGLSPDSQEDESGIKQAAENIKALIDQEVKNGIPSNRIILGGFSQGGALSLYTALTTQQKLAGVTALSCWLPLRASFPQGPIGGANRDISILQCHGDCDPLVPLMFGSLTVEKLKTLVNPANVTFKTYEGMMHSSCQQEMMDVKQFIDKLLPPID
PAFAH2 inh – PAFAH2 (human) inhibition. inhibition, % at 3.39 µM. AID 492956. recombinant PAFAH2, FP-rhodamine activity probe, fluorescence polarization. Q99487. actives 0.99% (n = 340,000);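 active = inhibition above the mean over all tested compounds plus 3 SD, cut at about 30% in these data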;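 also: inhibitors block probe labeling of enzyme so polarization drops; 0% = enzyme with DMSO and 100% = wells lacking PAFAH2 protein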
PAD4 inh – blocks human protein arginine deiminase 4. recombinant PAD4, RCA probe fluorescence polarization. inhibition, % at 6.36 µM. actives 0.41% (n = 330,000). AID 485272;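 active = percent inhibition above a cutoff equal to the mean of all tested compounds plus 3 SD, cut at about 15% in these data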;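 also: 0% = PAD4 with RCA probe and DMSO and 100% = probe without PAD4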
pPAFAH FP inh – inhibitors of human plasma PAF acetylhydrolase (pPAFAH) | recombinant pPAFAH, FP-rhodamine probe fluorescence polarization | Q13093 | inhibition, % at 3.39 µM | actives 1.5% (n = 330,000) | AID 463082;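 active = inhibition above the mean inhibition across the screen plus 3 SD, cut at about 25% in these data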;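 also: inhibitors block binding of the rhodamine activity-based probe so polarization drops; 0% = enzyme with DMSO and 100% = wells lacking pPAFAH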
Target sequence (Q13093 whole entry, looked up): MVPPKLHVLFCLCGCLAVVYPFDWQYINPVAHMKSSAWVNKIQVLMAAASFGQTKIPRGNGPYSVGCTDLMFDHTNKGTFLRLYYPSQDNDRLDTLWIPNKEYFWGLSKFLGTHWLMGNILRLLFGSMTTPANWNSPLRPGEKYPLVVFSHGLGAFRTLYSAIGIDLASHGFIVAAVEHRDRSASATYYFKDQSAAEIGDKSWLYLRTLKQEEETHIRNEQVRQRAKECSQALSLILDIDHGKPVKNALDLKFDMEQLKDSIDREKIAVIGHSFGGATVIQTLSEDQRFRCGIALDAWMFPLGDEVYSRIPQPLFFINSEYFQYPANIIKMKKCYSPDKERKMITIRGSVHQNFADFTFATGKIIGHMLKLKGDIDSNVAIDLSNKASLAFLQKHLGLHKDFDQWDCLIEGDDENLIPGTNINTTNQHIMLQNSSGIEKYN
Fam108B inh – Fam108B inhibition, counter-screen for RBBP9 inhibitors; inhibition, % at 9.51 µM; actives 0.33% (n = 300,000); recombinant Fam108B, FP-Rh probe fluorescence polarization;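 active = inhibition above the screen mean inhibition plus 3 SD, computed separately per campaign, cut at about 18% in these data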;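 also: inhibitors lower polarization as less probe binds the enzyme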
Numbers without * were called inactive; / = no result given. The list is partial. The share of hits here may be higher or lower than overall.

SMILES	PME-1 inh	GSTO1 inh	PAFAH1B2 inh	PAFAH1B3 FP inh	LYPLA1 counter	PAFAH2 inh	PAD4 inh	pPAFAH FP inh	Fam108B inh
CN(C)CCOC(=O)/C(=C/c1cn(C)c2ccccc12)NC(=O)c1ccccc1	1	5	-1	4	6	-3	0	2	2
Cc1ccc(S(=O)(=O)c2cc3ccccc3oc2=O)cc1	1	1	-1	10	1	1	-2	3	1
CCS(=O)(=O)c1ccc2c(c1)N(S(=O)(=O)c1ccc(Cl)cc1)CC(C(=O)O)O2 (stereo not drawn)	3	6	9	12	2	2	-5	0	4
O=C1OCC/C1=C\c1ccc2c(c1)OCO2	-8	0	4	9	1	1	-1	1	0
COc1cccc2c1cc1c(=O)n(CC(=O)N3CCCCCC3)nc(C)n12	-4	11	5	-2	-2	7	-3	1	4
Cc1ccc(NC(=O)CN(c2cc(C)cc(C)c2)S(=O)(=O)c2c(C)noc2C)nc1	-3	2	-3	-1	-1	0	-6	8	1
CCOc1ccc(-n2ccnc2)nn1	1	1	1	6	1	-8	-1	45*	1
O=C(O)CNS(=O)(=O)c1c(Cl)cccc1Cl	-1	0	6	3	1	7	-2	2	-4
O=C(NNC(=O)C1CCCCC1)c1ccncc1	-5	4	-6	11	1	1	1	5	1
C=CCNC(=O)c1cc(-c2ccc3c(c2)OCO3)on1	-2	4	1	5	0	5	2	1	8
Fc1ccc(-c2cnc3n2CCCCC3)cc1	6	-14	2	2	-4	-2	5	2	-2
Nc1ccc(S(=O)(=O)NCc2ccccn2)cc1	-1	1	2	4	0	1	0	1	-3

2 compounds from above, showing only PME-1 inh, PAFAH2 inh and LYPLA1 counter:
mol | PME-1 inh | PAFAH2 inh | LYPLA1 counter
COc1cccc2c1cc1c(=O)n(CC(=O)N3CCCCCC3)nc(C)n12 | -4 | 7 | -2
CN(C)CCOC(=O)/C(=C/c1cn(C)c2ccccc12)NC(=O)c1ccccc1 | 1 | -3 | 6

Additional structures.
SMILES	PME-1 inh	GSTO1 inh	PAFAH1B2 inh	PAFAH1B3 FP inh	LYPLA1 counter	PAFAH2 inh	PAD4 inh	pPAFAH FP inh	Fam108B inh
CN(C)c1ccc(/C=N/N=C(N)N)cc1[N+](=O)[O-]	8	5	2	7	1	11	-3	-1	0
O=c1c2ccccc2c(/C=N/n2cnnc2)c(O)n1-c1ccccc1F	2	-8	3	9	-2	19	1	3	5
O=C(OCc1cccc([N+](=O)[O-])c1)c1ccc[nH]c1=O	1	3	4	-2	-9	5	-1	4	-3
COc1ccc(CNC(=O)c2c(N)n(CCCN3CCOCC3)c3nc4ccccc4nc23)cc1	23	5	2	11	1	3	0	18	9
CCOC(=O)c1[nH]c2ccccc2c1NC(=O)c1ccc(S(=O)(=O)N(C)C)cc1	3	-1	6	-2	0	-8	0	5	-1
COc1cccc(/C=N/Nc2cc(-n3nc(C)cc3-c3ccccc3)ncn2)c1O	1	-1	2	7	3	1	-8	19	-2
COc1ccc(C(=O)NC2CC2)cc1OC1CCN(Cc2cnn(C)c2)CC1	4	-1	4	7	0	-1	7	-1	-4
CCOc1ccccc1C(=O)N1CCC(n2nnc3cc(C(F)(F)F)ccc32)CC1	3	0	5	10	-2	2	-6	17	-1
CCOC(=O)c1cnc(Nc2nc3ccccc3o2)nc1CSC(=S)N1CCCCC1	2	-3	-2	-12	-3	-1	0	8	-5
CCN(CC)CCOc1ncnc2c1oc1ccccc12	6	-1	3	11	0	5	1	24	-2
CCn1c(Cc2ccccc2)nnc1SCc1ccc([N+](=O)[O-])cc1	-2	6	3	8	-3	-2	-2	2	2
CC(C)NC(=O)CC(c1ccccc1)c1cc(Br)ccc1O (stereo not drawn)	-4	-6	5	5	-2	-3	0	0	1
CCc1nc(NCCc2ccccn2)c2nnn(Cc3ccccc3F)c2n1	10	5	8	-1	2	-2	-2	6	2
NS(=O)(=O)c1ccc(CCNC(=O)COC(=O)CCc2ccccc2)cc1	0	6	5	-1	3	2	-3	4	1
CCN(c1cccc2ccccc12)S(=O)(=O)c1ccc(Cl)nc1	-2	3	6	9	4	0	-1	4	-2
O=C(NCCCNC(=O)c1ccccc1F)c1ccco1	-4	2	1	-1	-3	-10	37*	-5	-7
COc1ccc(C)cc1S(=O)(=O)Nc1ccc(F)cc1	3	9	3	-8	1	0	-3	3	-2
CCOc1cc(/C=N/NS(=O)(=O)c2ccc(OC)cc2)ccc1OCCN1CCOCC1	0	2	0	4	1	3	-4	9	-1
O=C(CSc1nc2ccccc2n1Cc1ccccc1)N/N=C/c1ccccc1C(=O)O	-2	3	4	-4	-6	-4	-5	-2	-2
C=CCn1c(SCC(=O)c2[nH]c(C)c(C(=O)OC)c2C)nc2scc(-c3ccc(OC)c(OC)c3)c2c1=O	5	-1	-1	6	0	-5	1	4	-2
O=C(NCc1nc2ccccc2[nH]1)c1c(F)c(F)c(F)c(F)c1F	-3	-18	-1	4	2	-7	-3	-4	-8
COc1ccc(N2CCN(C(=O)CNC(=O)Cc3ccc(Cl)cc3)CC2)cc1	1	1	-4	1	1	6	3	12	1
Cn1nnnc1SCc1cccc2ccccc12	-4	-2	3	13	0	-4	3	9	-1
COCc1nnc(NC(=O)CCCOc2ccccc2OC)s1	-3	10	8	-13	-2	0	3	3	-2
CCOC(=O)CNC(=O)CSc1nnc(-c2cccc(OC)c2)n1CC	2	0	5	6	2	2	-7	1	-1
CCCCCc1c(O)nc(SCCN2CCOCC2)[nH]c1=O	1	9	-1	-3	3	13	-4	2	2
CC(=O)c1ccc(OCc2cc([N+](=O)[O-])cc3c2OCOC3)cc1	-3	4	4	-4	1	-3	-4	7	-2
CCOc1cc(NC(=S)NCC2CCCO2)c(OCC)cc1NC(=O)c1ccccc1 (stereo not drawn)	-2	6	5	-2	-1	-3	2	4	2
N#C/C=C1/NC(=O)c2ccccc2S1	8	20	-2	4	-2	-2	-3	57*	-2
Nc1nc2c(ccc3ccccc32)s1	5	2	15	2	-2	-7	-5	3	5
COc1cc(NC(C)CCc2ccccc2)cc(OC)c1OC (stereo not drawn)	2	19	6	7	-3	0	-12	6	2
O=c1ccc(Oc2nc(N3CCCCC3)nc(N3CCCCC3)n2)n[nH]1	7	4	1	8	-1	-14	-3	2	-3
COc1ccc(C(c2nnnn2Cc2ccccc2)N2CCN(c3nc4ccccc4s3)CC2)cc1 (stereo not drawn)	-2	0	-3	4	-2	-2	0	-3	0
CCCCn1c(SCC(=O)N2CCN(c3ccccc3)CC2)nc2ccsc2c1=O	7	0	-5	0	-3	2	0	-1	2
O=c1c2ccccc2oc2ccc(NCCCN3CCOCC3)cc12	-3	-6	6	-3	-2	8	4	6	7
CC1CCN(c2oc(-c3ccco3)nc2S(=O)(=O)c2ccccc2)CC1	5	4	0	4	0	6	0	6	2
CCCCN1C=C(C(=O)OC)C(c2ccccc2C(F)(F)F)C(C(=O)OC)=C1	3	-4	7	4	2	0	-2	4	-4
Cc1ccc(S(=O)(=O)CCC(=O)Nc2nc3c(s2)CCCC3)cc1	-2	-2	-2	4	2	-4	-3	3	-7
C=CCNC(=O)c1cnc2n(c1=O)CCS2	-1	0	-3	15	-1	8	3	-2	-2
CCCNS(=O)(=O)c1ccc(CCC(=O)N2CCCC2)cc1	-2	-1	3	-2	0	-1	-6	0	-2
Cc1cc2ccccc2n2c(SCC(=O)NCc3cccs3)nnc12	7	-2	-1	1	2	5	0	-6	3
O=[N+]([O-])c1cccc(/C=C/c2ccccn2)c1	1	1	-3	-2	-2	9	-2	0	2
O=C(Cc1cn2ccsc2n1)Nc1ccccn1	-2	1	-1	0	3	2	4	5	-6
O=C(Nc1ccc2c(c1)OCCO2)c1ccc(Cl)c(S(=O)(=O)N2CCCCC2)c1	1	9	-6	-2	-8	10	2	9	-3
O=C(NC1CCCCC1)C(c1cccnc1)N(C(=O)c1csnn1)c1ccc(F)cc1 (stereo not drawn)	-2	4	0	3	-2	5	0	0	-1
Cc1ccc2cc3cc(C(=O)NC4CCCCC4)oc3nc2c1	6	-7	2	7	1	-2	1	0	2
CC(C)C(NC(=O)c1c(F)cccc1F)C(=O)N1CCN(S(=O)(=O)c2ccc(F)cc2)CC1 (stereo not drawn)	2	/	8	-3	0	7	-4	3	/
CCCCn1c(CNC(=O)C23CC4CC(CC(C4)C2)C3)nnc1SCC(=O)Nc1nnc(C)s1	0	-3	9	9	-3	10	-1	-3	-2
Cc1ccccc1NC(=O)COC(=O)c1ccc2nc(C)c(C)nc2c1	4	/	-3	8	3	28	0	-4	/
Cc1nn(-c2cccc(Cl)c2)c2nc(C(F)(F)F)[nH]c(=O)c12	-5	-3	-1	0	-1	-4	-3	3	-1
Nc1nc(-c2ccccc2)nc2sc3c(c12)CCCC3	-1	-7	-6	8	1	-2	-3	3	-1
CCOC(=O)c1c(COc2ccccc2)oc2ccc(O)cc12	-7	-42	/	/	-7	/	-1	3	-4
O=C(NCCNc1ccccc1[N+](=O)[O-])c1ccccc1F	-2	-2	4	9	1	3	-1	7	2
Cc1cccc(N(Cc2cc3cc(C)ccc3[nH]c2=O)C(=O)c2cccs2)c1	-1	4	3	9	-2	2	3	-1	-3
CSc1ccc(-c2nc3cnccn3c2Nc2ccc3c(c2)OCO3)cc1	8	12	2	8	-3	-1	3	17	16
Cc1ccc(N(C(=O)CCCC(=O)Nc2ccccn2)C(C(=O)NC2CCCC2)c2ccc(O)cc2)cc1C (stereo not drawn)	3	-6	-1	-2	1	1	-4	3	1
Clc1ccc2nc(CSCc3ccccc3)cn2c1	1	1	1	4	-1	7	-2	10	-3
CCOC(=O)c1cc(-c2ccc(C)o2)nn1CCC#N	-5	-6	-1	-2	1	4	4	1	1
CCOc1cc(S(=O)(=O)n2c(C)nc3ccccc32)ccc1F	-5	18	3	2	1	2	4	7	0
CC(C)c1ccc(C(=O)CSc2n[nH]c(-c3ccncc3)n2)cc1	-2	13	6	5	-1	5	-4	1	-1
Further structures follow:
SMILES	PME-1 inh	GSTO1 inh	PAFAH1B2 inh	PAFAH1B3 FP inh	LYPLA1 counter	PAFAH2 inh	PAD4 inh	pPAFAH FP inh	Fam108B inh
CC(C)(C)NC(=O)C(c1ccncc1)N(Cc1cccs1)C(=O)c1csnn1 (stereo not drawn)	-1	16	-1	-2	0	-1	-4	5	-5
CCOC(=O)C1CCN(C(=O)/C=C/c2cc(OC)c(OC)c(OC)c2)CC1	-4	-1	2	3	1	-1	2	3	-4
Cc1cc(N2CCN(Cc3ccc4c(c3)OCO4)CC2)n2ncnc2n1	-5	1	3	7	1	1	-5	-4	-3
O=C(NCc1ccccc1Cl)c1cccc2c1C(=O)c1ccc(-c3ccc(OC(F)(F)F)cc3)cc1S2(=O)=O	/	/	-2	9	/	-15	5	-1	/
COc1ccc(/C=C2\SC(=S)N(CCC(=O)NCCCN3CCOCC3)C2=O)cc1	5	15	-5	1	0	9	-6	0	1
O=C(NCc1cccc(F)c1)C1CCC(=O)N(C2CCCC2)C1 (stereo not drawn)	-2	-2	3	16	0	5	-3	3	1
CC1NC(=S)N(Cc2ccccc2)C1=O (stereo not drawn)	-3	0	6	7	1	1	-5	6	2
Cc1ccc2nc(C(=O)N3CCc4c([nH]c5ccccc45)C3c3ccccn3)cn2c1 (stereo not drawn)	5	-3	4	4	-4	-5	-2	8	-1
CCOC(=O)Cc1nnc(NC(=O)CSc2nnc3c4ccccc4n(C(C)C)c3n2)s1	4	1	1	-2	2	1	2	3	-2
CCSc1oc(-c2ccccc2)nc1S(=O)(=O)c1ccccc1	6	4	0	-4	0	21	0	7	-6
